FUS suppressor = rescues growth of FUS-expressing yeast; AID 1347120; 0.24% of 390,000 active; Potency, µM (highest dose often 76.6 µM), without a hit: at the top dose growth rescue (activation), most hits filed as activators; S. cerevisiae FUS-expressing, growth rescue, OD600, 24 h;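 note: plate controls were DMSO vehicle for no effect and reference control for full effect; nearly all actives have a fitted effect of over 55% in size; some results filed as inactive show a strong effect at the top dose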
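Quantitative HTS measuring growth restoration of FUS-toxic yeast. Galactose-induced cells (OD 0.005) were exposed 24hr at 30C to compounds at several concentrations, then absorbance at 600 nm was recorded.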
aSyn rescue = rescues yeast growth from alpha-synuclein toxicity. Yeast expressing alpha-synuclein, growth rescue, BacTiter-Glo, 24 h. Potency, µM (doses to about 46.1 µM), without a hit: at the top dose growth rescue (activation), most hits filed as activators. 0.14% of 370,000 active. AID 652106; note: % of control where 0% means no effect; nearly all actives have a fitted effect of over 65% in size
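Readout is rescue of growth in alpha-synuclein-expressing yeast, so inhibitors of toxicity appear as activators. Growth after 24 hr at 30 deg C in galactose medium is quantified by luminescence.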
EPAC1 agonist = activates human EPAC1 exchange factor; O95398; EPAC1 agonist qHTS, biochemical assay; response scale: 100% = response to 6.5 mM cAMP; Potency, µM (doses to about 154 µM), inactives show at the top dose activation, usual class: activators; 0.073% of 360,000 active; note: nearly all actives have a fitted effect of over 60% in size
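EPAC1 100 nM, Rap1B–BODIPY-GDP 250 nM, unlabeled GDP 50 uM; compound titration; 5 min RT; kinetic read ex480/em540 at 5-min intervals ×30 min; data normalized to 6.5 mM cAMP agonist control.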
EPAC2 ag = activates human EPAC2 exchange factor | Q8WZA2 | EPAC2 activation, biochemical qHTS; response scale: 100% = 6.5 mM cAMP response | Potency, µM (series often up to 154 µM), inactives show at the highest dose activation, hits mostly activators | 0.079% of 360,000 active | AID 720711; note: nearly all actives have a fitted effect of over 50% in size
Target sequence (Q8WZA2 whole entry, looked up): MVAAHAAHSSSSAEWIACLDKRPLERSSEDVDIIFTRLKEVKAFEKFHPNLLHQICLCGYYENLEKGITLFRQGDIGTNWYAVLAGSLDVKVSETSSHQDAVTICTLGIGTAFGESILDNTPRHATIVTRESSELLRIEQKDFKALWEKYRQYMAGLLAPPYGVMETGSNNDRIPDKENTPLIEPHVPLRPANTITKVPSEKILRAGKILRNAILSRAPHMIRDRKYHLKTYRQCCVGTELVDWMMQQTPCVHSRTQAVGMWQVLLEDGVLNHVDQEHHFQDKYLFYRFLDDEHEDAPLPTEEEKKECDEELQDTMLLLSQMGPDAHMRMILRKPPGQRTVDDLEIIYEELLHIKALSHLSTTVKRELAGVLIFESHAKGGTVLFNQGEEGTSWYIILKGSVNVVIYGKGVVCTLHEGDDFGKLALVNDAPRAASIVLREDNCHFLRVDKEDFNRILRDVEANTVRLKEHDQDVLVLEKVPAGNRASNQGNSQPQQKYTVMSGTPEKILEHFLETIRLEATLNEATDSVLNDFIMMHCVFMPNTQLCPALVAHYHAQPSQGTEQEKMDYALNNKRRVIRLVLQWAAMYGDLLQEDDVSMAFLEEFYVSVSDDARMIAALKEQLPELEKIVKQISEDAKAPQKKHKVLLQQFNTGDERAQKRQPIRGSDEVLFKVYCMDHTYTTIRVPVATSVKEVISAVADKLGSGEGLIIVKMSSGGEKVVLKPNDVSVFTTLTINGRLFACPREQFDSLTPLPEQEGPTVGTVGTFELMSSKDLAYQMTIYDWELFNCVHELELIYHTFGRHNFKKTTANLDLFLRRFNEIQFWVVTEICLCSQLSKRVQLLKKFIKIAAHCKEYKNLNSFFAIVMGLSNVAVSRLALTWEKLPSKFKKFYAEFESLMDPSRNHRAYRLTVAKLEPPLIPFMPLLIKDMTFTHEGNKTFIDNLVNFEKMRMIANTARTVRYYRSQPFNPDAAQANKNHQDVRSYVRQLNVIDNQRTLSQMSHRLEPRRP
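Compounds were titrated in qHTS against a Rap1B-BODIPY-GDP (250 nM) complex with EPAC2 (100 nM) and GDP (50 uM). BODIPY-GDP release tracked at 480/540 nm over 30 min at room temperature, normalized to 6.5 mM cAMP.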
PTHR1 agonist = PTHR1 (human) receptor agonism | Q03431 | HEK293 GP2 PTHR1 cells, GloSensor cAMP luminescence, 1 h | Potency, µM (highest dose often 115 µM), inactives show at the highest dose activation, most hits filed as activators | 0.075% of 410,000 active | AID 743266; note: nearly all actives have a fitted effect of over 55% in size; some results filed as inactive show a strong effect at the top dose; inactives centre near -15; many of its hits are not listed in these tables
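HEK-293-derived GP2 cells expressing PTHR1 and a GloSensor cAMP reporter, 3,000/well, plated overnight, given luciferin plus IBMX (each 0.5 mM as added) for 1 h at 37 °C, then compound for 1 h at 37 °C. Luminescence was read after 15 min at room temperature.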
TDP-43 yeast inh = inhibitors of TDP-43 toxicity in yeast; TDP-43 expressing yeast growth rescue, BacTiter-Glo, 24 h; Potency, µM (top dose mostly 46.1 µM), for inactives: at the highest dose growth rescue (activation), most hits filed as activators; 1.8% of 410,000 active; AID 652104; note: % of control where 0% means no effect; nearly all actives have a fitted effect of over 50% in size
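Luminescence from BacTiter-Glo reports growth of TDP-43-expressing yeast after 24 hr at 30 deg C with compound. Cells were raffinose-pregrown to mid-log, then seeded in galactose medium at OD600=0.02.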
EPAC2 antagonist = antagonists of human EPAC2 | AID 720708 | Potency, µM (top dose mostly 114 µM), for inactives: at the highest dose activity, negative = inhibition, actives largely listed as inhibitors | 0.18% of 360,000 active | EPAC2 GEF exchange of Rap1B-BODIPY-GDP, fluorescence | Q8WZA2; note: % is set by controls: 0 for no effect and ±100 for the full control effect; nearly all actives have a fitted effect of over 45% in size; many of its hits are not listed in these tables
EPAC1 antag = EPAC1 (human) antagonism; AID 720709; Potency, µM (series often up to 115 µM), without a hit: at the highest dose activity change, negative = inhibition, hits mostly inhibitors; 0.14% of 360,000 active; O95398; EPAC1 GEF assay, Rap1b-BODIPY-GDP exchange fluorescence;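 note: plate controls were vehicle for no effect and positive control for full effect; nearly all actives have a fitted effect of over 50% in size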
Numbers without * were called inactive; i = inactive; ? = inconclusive; / = no result given; [ ] = remark or other dose. Calls come from the whole dose curve; as a rule, active = well fitted curve in the direction sought with a large enough effect; inconclusive = small, poorly fitted or top-dose-only effect, or another doubt; inactive = no such curve, though single readings can be large; an effect the other way counts as inactive or inconclusive. Potency is the fitted concentration of half-maximal effect. These rows are one share of the data. The share of hits here may be higher or lower than overall.

Molecule	FUS suppressor	aSyn rescue	EPAC1 agonist	EPAC2 ag	PTHR1 agonist	TDP-43 yeast inh	EPAC2 antagonist	EPAC1 antag
CCCC(=O)c1ccc(N2CCCCCC2)c(F)c1	-2%	-8%	-3%	17%	-9%	15%	-8%	-19%
COC(=O)c1ccc(-c2csc(NC(=O)c3ccc(S(=O)(=O)N4CCc5ccccc5C4)cc3)n2)cc1	/	-1%	5%	1%	-3%	-7%	-5%	-17%
CC(Oc1ccc(Cl)cc1Cl)C(=O)NCCCn1ccnc1 (centres undefined)	-16%	-7%	-11%	0%	-1%[57.5 µM]	2%	0%	-3%
CCCc1cc(C(=O)NCCc2ccc(OC)c(OC)c2)no1	-6%	-9%	-4%	10%	-6%	?	-1%	-5%
Cc1ccc(-c2cc(C(F)F)n3ncc(C(=O)Nc4cn(C)nc4C)c3n2)cc1	-11%	7%	9%	-3%	i	17%	-8%	7%
Cc1n[nH]c(=O)nc1N1CCc2ccccc2C1	-10%	3%	-4%	6%[15.6 µM]	i	-8%	13%	7%
O=[N+]([O-])c1ccccc1/C=N/OCc1ccccc1	-13%	5%	-5%	-4%	i	10%	-23%	-11%
Cc1nc(S(=O)(=O)N2CCN(c3ccccc3F)CC2)cn1C	-10%	-8%	/	/	i	-9%	/	/
CCNS(=O)(=O)c1ccc(NC(=O)Nc2cccc(C(F)(F)F)c2)cc1	-13%	-4%	14%	5%	-34%[inhibitor]	-10%	?	-15%
COc1ccccc1C(=O)Nc1cccc(C(=O)c2ccccc2)c1	12%	5%	0%	6%	i	23%	-7%	-11%
CCCCn1cc(C(=O)c2cc(Br)ccc2O)cc(C#N)c1=O	-40%	0%	3%	-3%	-31%[inhibitor]	7%	-1%	-15%
CCS(=O)(=O)NCCc1cc2cc(C)c(C)cc2[nH]c1=O	6%	-3%	-5%	-11%	-2%	-22%	9%	3%
CCN(CC)c1ccc(/C=N\NC(=O)c2cccc3cc[nH]c23)cc1	18%	-4%	6%	11%	-14%	15%	-2%	-12%
Oc1ccc(Nc2nc(-c3ccccc3F)nc3ccccc23)cc1	-16%	-4%	-3%	12%	-34%[inhibitor]	4%	6%	9%
C=CCN(CC=C)S(=O)(=O)c1ccc(NC(=O)COc2ccccc2OC)cc1	28%	0%	21%	10%	-4%[57.5 µM]	14%	-12%	-6%
COc1ccc(-c2csc(C(O)c3ccc(F)cc3)n2)cn1 (centres undefined)	-13%	2%	8%	2%	-14%	35µM*	-13%	3%
Cc1ccccc1-n1nc2c(c1NC(=O)c1c(-c3ccccc3Cl)noc1C)CS(=O)(=O)C2	/	2%	-5%	1%	i	16%	3%	-22%
COc1ccc(S(=O)(=O)NCCSc2ccc(Cl)cc2)cc1OC	15%	4%	12%	15%	i	3%	-10%	-8%
CC(=O)c1cccc(NC(=O)c2cc(=O)[nH]c3ccc(S(=O)(=O)N4CCOCC4)cc23)c1	27%	-1%	-7%	1%	i	3%	-5%	-15%
CC(=O)N[C@@H]1[C@@H](O)[C@@H]2OC(c3ccccc3)OC[C@H]2O[C@@H]1N=[N+]=[N-] (some centres undefined)	-2%	-21%	2%	5%	-24%	-3%	-2%	0%
COc1ccccc1NC(=O)c1[nH]c(C)c(C(C)=O)c1C	-13%	2%	12%	0%	-32%[inhibitor]	2%	-6%	-13%
CC1(C(=O)NCc2ccc(C(F)(F)F)cc2)CCN1Cc1c(F)cccc1F (centres undefined)	25%	12%	-17%	4%	-18%	-8%	-20%	-11%
Cc1ccsc1/C=C(\C#N)C(=O)NCCCN1CCOCC1	5%	-4%	-7%	3%	-3%	10%	-1%	3%
CC(C)CC(=O)OCc1cn(-c2ccccc2)nn1	3%	5%	-1%	3%	i	0%	2%	2%
CN(C)c1cccc(C(=O)OCC(=O)N(C)c2ccccc2)c1	15%	7%	3%	15%	i	-6%	2%	8%
CN(C(=O)COC(=O)CSc1ccc(C(N)=O)cc1[N+](=O)[O-])C1CCCCC1	9%	-9%	-1%	-4%	-15%	22%	-6%	4%
O=C(OCC(=O)N1CCN(C(=O)c2ccco2)CC1)C1=COCCO1	13%	-9%	1%	4%	?	0%	-6%	-7%
O=C(CCN1CCCO1)N1CCCC(Nc2cccc(F)c2)C1 (centres undefined)	-19%	2%	-1%	0%	-23%	24%	-2%	4%
Cc1ccc2oc(=O)c3cnn(CC(=O)N4CCN(c5ccccn5)CC4)c3c2c1	-17%	0%	3%	0%	-23%	24%	-8%	0%
Cc1ccc(O)c(CNc2cccc3cccnc23)c1	30%	16%	9%	17%	-2%	?	?	-15%
CCCCNC(=O)c1nc(-c2cnccn2)oc1-c1ccc(Cl)cc1	-5%	-1%	-13%	-5%	i	?	1%	-8%
CCSCc1nnc(SCC(=O)Nc2cccc(C(C)=O)c2)n1C	0%	4%	3%	10%	i	24%[9.22 µM]	8%	?
CC(C)N(C(=O)[C@H]1CC(CC(=O)NCc2ccco2)C(=O)N2CCc3c([nH]c4ccccc34)[C@]12C)C(C)C (some centres undefined)	26%	8%	-13%	3%	i	25%	15%	0%
O=S(=O)(NCc1csc(-c2cccs2)n1)c1ccccc1	-2%	5%	3%	8%	-16%	27%	1%	-11%
CCCNC(=O)N1CCN(S(C)(=O)=O)CC1	-1%	-1%	-2%	5%	i	26%	3%	-15%
CC(=O)Nc1ccc(-n2nnnc2SCC(=O)N2CCN(C(=O)c3ccco3)CC2)cc1	-7%	0%	2%	-11%	i	16%	-3%	-5%
Cc1cc([N+](=O)[O-])nn1Cc1c(F)c(F)c(F)c(F)c1F	-8%	3%	7%	2%	-19%[57.5 µM]	25%	1%	-5%
Cc1ccc2c(CC(=O)NCc3cccs3)coc2c1	/	20%	-2%	4%	-5%	?	3%	5%
CCN1C(=O)[C@H]2[C@@H](c3ccc(-c4ccccc4)cc3)N3CCC[C@@]3(C(=O)OC)[C@H]2C1=O	?	1%	1%	11%	-27%	35µM*	-7%	-28%
COc1cccc2cc(C(=O)NCC3CCCO3)c(=O)oc12 (centres undefined)	-14%	-8%	-10%	0%	-20%	17%	5%	-1%
CC(=O)Oc1ccc(C(=O)NCCc2ccccc2)cc1	6%	-3%	2%	-3%	-31%	-2%	-8%	?
CC(=O)Nc1ccc(C(=O)NCCCSc2ccccc2)cc1	14%	3%	0%	-1%	i	20%	13%	3%
Nc1ccccc1SCC(=O)Nc1nccs1	-23%	-7%	-5%	4%	i	15%	4%	-6%
COc1ccc(-n2c(SCC(=O)NCC3CCCO3)nc3c([nH]c4ccccc43)c2=O)cc1OC (centres undefined)	-9%	-3%	11%	2%	i	3%	-14%	-11%
COc1ccc(C)cc1S(=O)(=O)NCC(c1cccnc1)N1CCc2ccccc2C1 (centres undefined)	26%	-7%	0%	14%	-23%	-15%	-17%	-7%

A few values from above.
EPAC2 ag with O=S(=O)(NCc1csc(-c2cccs2)n1)c1ccccc1 is entered as 8%
FUS suppressor with O=[N+]([O-])c1ccccc1/C=N/OCc1ccccc1 is entered as -13%

(cont.)
Molecule	FUS suppressor	aSyn rescue	EPAC1 agonist	EPAC2 ag	PTHR1 agonist	TDP-43 yeast inh	EPAC2 antagonist	EPAC1 antag
O=C(CSc1nnnn1-c1ccccc1Cl)Nc1ccc2c(c1)OCCO2	-1%	-6%	2%	22%	-44%[inhibitor]	-4%	-9%	-29%
CC1(Cc2ccc(Cl)cc2)C(=O)Nc2ccc(S(=O)(=O)NC3CCCCC3)cc21 (centres undefined)	-6%	1%	-9%	-4%	-52%[inhibitor]	0%	-13%	-4%
O=C(O)c1ccc(Oc2ccc(C(F)(F)F)cn2)cc1	20%	2%	-3%	-1%	i	?	2%	3%
O=C(Nc1cccc(O)c1)C1CC(c2c(F)cccc2Cl)=NO1 (centres undefined)	-16%	4%	5%	-5%	i	12%	-20%	10%
O=C(Nc1c2c(nn1-c1ccccc1)CSC2)c1ccc(N2C(=O)CCC2=O)cc1	-8%	4%	-7%	10%	i	3%	24%	-13%
Cc1ccc(N(Cc2ccccc2)C(=O)c2cccc(F)c2)cc1	11%	16%	2%	21%	-20%	?	-21%	-7%
NC(=O)c1ccsc1NC(=O)COC(=O)CNC(=O)c1ccc(Cl)cc1	/	10%	-3%	0%	i	17%	10%	11%
O=C(NC1CCCCCCC1)c1cc([N+](=O)[O-])ccc1Cl	-11%	1%	-7%	2%	-19%	11%	4%	-13%
CC(C)(C)NC(=O)C(c1ccc(F)cc1)N(Cc1cccs1)C(=O)c1ccc(CN2CCOCC2)o1 (centres undefined)	-10%	-3%	-5%	3%	i	-16%	-5%	-24%
Cc1cc(=O)[nH]c2nnc(-c3ccc(Br)cc3)n12	-1%	5%	8%	5%	-24%	-13%	-1%	-13%
O=c1c(Cc2ccc(Cl)cc2Cl)c(O)ccn1Cc1ccncc1	-1%	1%	-1%	4%	18%	-11%	-1%	-8%
COc1ccc(CCNC(=S)NCc2ccc(Cl)c(Cl)c2)cc1OC	21%	17%	7%	15%	-40%[inhibitor]	14%[9.22 µM]	-17%	-11%
CCOc1ccc(C2C([N+](=O)[O-])=C(C)N(C)C(=O)N2C)cc1OC (centres undefined)	-22%	-15%	-3%	5%	i	6%	7%	-10%
COc1ccccc1CN1C[C@@H]2C[C@@H](c3ccccc3OC)N3CCC[C@@]23C1=O	12%	-2%	3%	-2%	i	-17%	-3%	6%

Grouped by structure: the compounds so far containing a cyano group.
Molecule	FUS suppressor	aSyn rescue	EPAC1 agonist	EPAC2 ag	PTHR1 agonist	TDP-43 yeast inh	EPAC2 antagonist	EPAC1 antag
CCCCn1cc(C(=O)c2cc(Br)ccc2O)cc(C#N)c1=O	-40%	0%	3%	-3%	-31%[inhibitor]	7%	-1%	-15%
Cc1ccsc1/C=C(\C#N)C(=O)NCCCN1CCOCC1	5%	-4%	-7%	3%	-3%	10%	-1%	3%
